Screening data: PubChem, National Center for Advancing Translational Sciences (NCATS)
Pf Dd2 inh: blocks in vitro growth of P. falciparum Dd2; P. falciparum Dd2 growth, SYBR Green, 72 h; Potency, µM (series often up to 28.9 µM), for the others: top-dose activity, negative = inhibition, hits mostly inhibitors; 4.3% of 120,000 active; active means well fitted inhibition curve with a large enough effect; inconclusive means small, poorly fitted or top-dose-only effect; inactive means no such curve, though single readings can be large or run the other way;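 further: plate controls were DMSO vehicle for no effect and reference drug for full effect; nearly all actives have a fitted effect of over 65% in size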
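Infected erythrocytes (Dd2, 0.3% parasitemia, 2.5% hematocrit final) are added to compound in RPMI-1640/Albumax II medium, grown 72 h at 37C in low oxygen, then lysed with saponin/Triton-X containing SYBR Green and read by fluorescence.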
Active calls of the source: *; i = inactive; u = inconclusive; [ ] = dose if it differs, or a comment. Potency means the concentration at half of the fitted maximal effect.

SMILES | Pf Dd2 inh
COc1ccc(Cl)cc1-n1cc(-c2ccccc2)nc1SCC(=O)Nc1ccc(C)cc1 | u
COc1cc2nc(SCC(=O)Nc3cccc(C)c3)n3nc(-c4ccccc4)nc3c2cc1OC | 3.2%
COc1ccc2c(=O)n(CC(=O)N(C)Cc3cc(C)no3)ccc2c1OC | 5.4%
CCN(CC1CCCO1)C(=O)c1ccc2nc(-c3ccc(F)cc3)cn2c1 (stereo unspecified) | -18.6%
NCc1ccc(-c2cc(F)cc(F)c2)cc1 | u
Cc1nn(-c2ccccc2)c2c1N(CC(=O)N1CCN(c3ccc(Cl)cc3)CC1)C(=O)CS2 | 45.7%[activator]
COC(=O)[C@@H]1Cc2nc[nH]c2CN1Cc1cc2ccccc2o1 | -19.9%[44.1 µM]
O=C(OCc1ccccc1)N1CCC(Oc2cnc3c(ccn3-c3cncnc3)c2)CC1 | i
O=C(NCCOc1ccccc1)c1cnc2n1CCN(Cc1c[nH]c3ccccc13)CC2 | u
CCc1nc2c(c(-c3ccc(O)cc3)n1)CCN(C(=O)c1ccc(F)cc1)CC2 | i
CCOc1ccc(N(CC)S(=O)(=O)N2CCCC(C(=O)Nc3ccc(NC(C)=O)cc3)C2)cc1 (stereo unspecified) | u
O=C(Nc1ccc(Oc2ccccc2)cc1)N[C@H]1CO[C@H]2[C@@H]1OC[C@@H]2Nc1nccc(-c2ccc(-c3ccccc3)cc2)n1 | 2.9%
O=C(c1cccnc1)N1CCCC2(CNc3ccccc3[S+](=O)([O-])N2)C1 (stereo unspecified) | -9.9%
COCCOc1ccc2c(n1)CCN(C(=O)c1ccc(OC)c(OC)c1)C2 | u
O=C(NC1CCCC1)N1CCC(c2noc(-c3ccccc3)n2)C1 (stereo unspecified) | 13.8%[5.79 µM]
CN1c2cc(C(=O)Nc3ccc(S(N)(=O)=O)cc3)ccc2C(=O)N2CCCCC21 (stereo unspecified) | u
CCOC(=O)c1ccc(Nc2nn3c(=O)c4ccccc4nc3s2)cc1 | u
COc1ncc(-c2cnc3[nH]cc(CC(=O)N4CCN(C)CC4)c3c2)cn1 | -18.9%[44.1 µM]
COc1ccc(OC)c(NC(=O)Cn2c(=O)n(-c3ccccc3)c(=O)c3c2cc(C)n3C)c1 | 18.2%
O=C(Nc1ccc(Cl)cc1C(=O)c1ccccc1)c1ccccc1Br | i
CN1C(=O)CCC2(CNC(=O)c3ccoc3)CCC=C12 (stereo unspecified) | -19.3%
CN1Cc2ccccc2-n2ccnc2C12CCN(C(=O)c1cccc(F)c1)CC2 | 21.7%[5.79 µM]
CCCCn1c(=O)c2oc3ccccc3c2n(CC(=O)Nc2cc(C)ccc2C)c1=O | -20.1%
O=C(CCCc1ccccc1)NCCC1CCN(C(=O)Nc2cc(F)cc(F)c2)CC1 | u
COc1cccc(CCNC(=O)c2c(O)nc3ccccn3c2=O)c1 | i
CC(=O)c1ccc(NC(=O)CN(C)S(=O)(=O)c2cc3c(cc2Cl)NC(=O)CO3)cc1 | i
CC(C)Oc1ccc(CNC(=O)CCCn2c(=O)c3cccn3c3cccnc32)cc1 | -10.3%
Cc1cc(C)n(CC(=O)N2C[C@@H](CO)[C@H](c3nc(C4CC4)no3)C2)n1 | 5.9%
CCc1noc(-c2cn(C3CCN(C(=O)c4ccc(F)c(Cl)c4)C3)nn2)n1 (stereo unspecified) | 129.6%[activator]
CCC(C)C(=O)NC1CCN(c2cnn(CCOC)c(=O)c2)CC1 (stereo unspecified) | 33.0%
O=C(Cn1nnc(-c2ccc(C(F)(F)F)cc2)n1)NCCc1ccccc1 | 27.1%
COc1ccccc1NC(=O)c1sc2nc(C)c(C(=O)Nc3ccc(C)cc3C)c(-c3ccc(Br)cc3)c2c1N | u
O=C([C@@H]1C[C@H](F)CN1C(=O)NCc1cccc(F)c1)N1CCCCC1 | i
Cc1ccc(N(CC(=O)Nc2ccc(C)c(Cl)c2)S(=O)(=O)c2cccs2)cc1 | u
O=C(N[C@@H]1CN(Cc2ccccc2)C[C@H]1CO)c1ncccn1 | 1.0%
O=C(Nc1nccs1)[C@@H]1C[C@H](c2ccc(F)cc2)N(Cc2ccccc2Cl)C1 | u
COc1ccc(NC(=O)CCCN2C(=O)C(c3ccccc3)Oc3cccnc32)c(OC)c1 (stereo unspecified) | -14.7%
CC(C)CNC(=O)N1CCCCC1c1nc(CCOc2ccc(F)cc2)no1 (stereo unspecified) | u
Cc1nc(-c2ccccc2)n(CC(=O)Nc2cccc(C#N)c2)c(=O)c1CCO | u
O=C(c1ccncc1)N1CCCC(c2nnc3n2CCNC3)C1 (stereo unspecified) | 2.9%
CC(C)CN1CCc2nc(Nc3ccc(F)cc3F)ncc2C1 | u
CCCCOC(=O)c1ccc(NC(=O)c2cc(-c3cccs3)on2)cc1 | -20.6%
Cc1ccc(NC(=O)c2c(C)nc3sc(C(=O)Nc4ccc(F)cc4)c(N)c3c2-c2ccc(C)o2)c(C)c1 | 3.55µM*
Cc1ccc(C)c(NC(=O)Cn2c(N3CCN(c4ccccc4)CC3)nc(C)cc2=O)c1 | -42.1%
O=C1CC(c2ccccc2)N(C(=O)C2CC2)CCCN(C(=O)Cc2cccc(F)c2)CCN1 (stereo unspecified) | -7.9%
C=CCCC(CN1CCSCC1)Oc1nc(OC)cc(OC)n1 (stereo unspecified) | -18.2%
Cc1ccc(Cl)cc1NC(=O)C(C)n1nnc2sc3c(c2c1=O)CCCC3 (stereo unspecified) | 1.9%
COc1ccc(CN2CCc3nc(N4CCN(C)CC4)[nH]c(=O)c3CC2)cc1OC | 71.1%[activator][5.79 µM]
CC(=O)N1Cc2ccccc2CC2(CCCCN2Cc2ccccn2)C1 (stereo unspecified) | u
O=C(Nc1nnc2n1CCS2)c1ccccc1C(F)(F)F | 24.2%
CN(C)c1cccc(-c2cn(C)c(=O)n3cc(COc4ccc(Cl)cc4)nc23)c1 | i
CCc1ccc(-n2c(=O)c3cccnc3n2CC(=O)NCc2ccc(C)cc2)cc1 | u
O=C(CC(c1cccs1)N1Cc2ccccc2C1=O)Nc1ccccc1 (stereo unspecified) | -3.9%
Cc1cccc(-c2nc3nc(C)cc(N4CCN(c5ccccc5)CC4)n3n2)c1 | 33.7%[activator]
O=C1CC(C(=O)NCc2cc3n(n2)CCN(C2CCCCC2)C3)C2(CCCC2)O1 (stereo unspecified) | u
C=Cc1ccc(Cn2ccn(-c3ccc(F)c(F)c3)c(=O)c2=O)cc1 | i
CCOc1ccc(Br)cc1S(=O)(=O)Nc1cccc(-c2ccc(OC)nn2)c1 | 4.6%
CCc1nnc2ccc(NCC3CCCO3)nn12 (stereo unspecified) | -8.9%
Cc1nc(C(C)C)sc1CNC(=O)C1CCC(=O)N(C2CCCC2)C1 (stereo unspecified) | -7.7%
CN(C)CCNC(=O)c1n[nH]c2c1CN(C(=O)c1cc(F)ccc1F)CC2 | -21.3%

A run of entries from the list above:
SMILES | Pf Dd2 inh
CC(C)CN1CCc2nc(Nc3ccc(F)cc3F)ncc2C1 | u
CCCCOC(=O)c1ccc(NC(=O)c2cc(-c3cccs3)on2)cc1 | -20.6%
Cc1ccc(NC(=O)c2c(C)nc3sc(C(=O)Nc4ccc(F)cc4)c(N)c3c2-c2ccc(C)o2)c(C)c1 | 3.55µM*
Cc1ccc(C)c(NC(=O)Cn2c(N3CCN(c4ccccc4)CC3)nc(C)cc2=O)c1 | -42.1%
O=C1CC(c2ccccc2)N(C(=O)C2CC2)CCCN(C(=O)Cc2cccc(F)c2)CCN1 (stereo unspecified) | -7.9%
C=CCCC(CN1CCSCC1)Oc1nc(OC)cc(OC)n1 (stereo unspecified) | -18.2%
Cc1ccc(Cl)cc1NC(=O)C(C)n1nnc2sc3c(c2c1=O)CCCC3 (stereo unspecified) | 1.9%

(further entries)
SMILES | Pf Dd2 inh
COc1ccc(NC(=O)CCCSc2nc(-c3ccco3)cc(C(F)(F)F)n2)cc1 | 85.4%[activator]
CCn1ccnc1CN(C)Cc1cn(Cc2ccccc2)nc1-c1ccc2c(c1)OCO2 | u
CCCCNc1nc2c(S(=O)(=O)c3ccc(Cl)cc3)nnn2c2ccsc12 | -19.0%
CC(C)Cn1c(=O)c2sccc2n2c(CCCC(=O)NCCc3ccc(Cl)cc3)nnc12 | u
COc1ccccc1CNC(=O)C1CCN(c2nnc(C)c3c(C)n(-c4ccccc4)nc23)CC1 | -4.3%
CCS(=O)(=O)N1CCOCCNC(=O)[C@H]2CCCC[C@H]21 | -9.4%
COc1ccc(CN(C)C(=O)C2(c3ccc(Cl)cc3)CCOCC2)cc1 | u
Cc1nnnn1CCC(=O)N[C@H]1[C@H]2CCO[C@H]2[C@@H]1N1CCCCC1 | -6.3%
CCSC1=NC2(CCN(C(=O)NC3CCCCC3)CC2)N=C1c1ccc(OC)cc1 | 7.08µM*
Cc1ccc(C2C=C(c3ccc(Cl)cc3)Nc3nc(NC(=O)c4ccco4)nn32)cc1 (stereo unspecified) | 3.55µM*
Cn1nc(C(=O)N2CCCOCCNC(=O)CC2)c2ccccc21 | 8.3%
COCC(=O)N(C1CCOCC1)C1CCN(C(=O)Cc2ccccc2Cl)CC1 | 25.7%
COCc1nnc2n1CCC(NC(=O)C1(c3ccc(OC)cc3)CC1)CC2 (stereo unspecified) | i
Cc1nc2nc(NCc3ccccc3Cl)[nH]n2c(=O)c1Cc1ccccc1 | 26.9%
COc1ccc(NC(=O)c2nnn(Cc3ccc(Br)cc3F)c2N)c(OC)c1 | -14.6%
Cc1nn(CC(=O)NCCCN2CCCCC2)c(=O)c2nc(-c3ccccc3)sc12 | i
Cc1cc(C[C@@H]2COC[C@@H]2NC(=O)c2ccc(-c3noc(C4CC4)n3)cc2)on1 | -8.2%
O=C(CCCCn1c(=O)c2ccccc2n(Cc2cccc(F)c2)c1=O)NCCc1ccccc1 | u
COc1ccc(CCNC(=O)c2c(C)noc2-c2ccc3c(c2)OCO3)cc1OC | -13.4%
Cc1noc2c(NCCN3CCOCC3)cc(-c3ccsc3)nc12 | -0.1%[44.1 µM]

Among those listed so far, 3 have a CF3 group.
SMILES | Pf Dd2 inh
O=C(Cn1nnc(-c2ccc(C(F)(F)F)cc2)n1)NCCc1ccccc1 | 27.1%
O=C(Nc1nnc2n1CCS2)c1ccccc1C(F)(F)F | 24.2%
COc1ccc(NC(=O)CCCSc2nc(-c3ccco3)cc(C(F)(F)F)n2)cc1 | 85.4%[activator]

The list goes on.
SMILES | Pf Dd2 inh
CCOc1ccc(C(=O)Nc2onc3c2CCCC3)cc1 | 24.1%
CCN(C)C(=O)Cn1ncc(N2CCOC(CCN)C2)cc1=O (stereo unspecified) | -0.4%
Cc1ccc(S(=O)(=O)Nc2nc3n(n2)C(c2ccc(Cl)cc2)C=C(c2ccccc2)N3)cc1 (stereo unspecified) | u
CC(=O)c1ccc(NS(=O)(=O)c2c(C)nc3scc(C)n3c2=O)cc1 | 32.1%[activator][0.594 µM]
COc1ccc(OCCn2c(C(C)Oc3ccccc3)nc3ccccc32)cc1 (stereo unspecified) | -28.1%
N#Cc1ccc(C(=O)N2CCCN(C(=O)C3CC3)C(c3ccccc3)CC(=O)NCC2)cc1 (stereo unspecified) | -11.1%
COc1ccc(NS(=O)(=O)c2ccc3c(c2)CC(C)N3C(C)=O)c(OC)c1 (stereo unspecified) | -18.3%
O=C1Nc2ccccc2OCC12CCN(Cc1cccc3ccccc13)CC2 | i
COc1cccc(CNC(=O)[C@@H]2C[C@@H](O)CN2C2CCN(C(=O)C3CCCCC3)CC2)c1 | u
CN(Cc1cnc2ccccc2n1)C(=O)c1cccc(CCC(C)(C)O)c1 | u
Cc1ccc(C)c(NC(=O)CN2C(=O)CCc3ccccc32)c1 | -24.1%[5.79 µM]
CCOC(=O)c1ccc(NC(=O)Cn2c(C)cc3nc4n(c(=O)c32)CCCCC4)cc1 | i
COc1ccccc1C(=O)N1CCN(c2cc(-c3ccc(F)cc3)[nH]n2)CC1 | i
O=C(NCCc1ccc(Cl)cc1)c1ccc2nc(Cc3ccccc3)oc2c1 | 7.4%
COC[C@@H]1CN(C(=O)c2ccc3ncccc3c2)C[C@H]1c1ccncc1 | -1.5%
O=C1CC(c2ccccc2)N(C(=O)CNS(=O)(=O)c2cccs2)CCCCCCN1 (stereo unspecified) | u
Cc1noc(C)c1CN1CCc2nc(C(=O)Nc3ccccc3)oc2CC1 | i
CC1(c2ccccc2)N(Cc2ccccc2C#N)C(=O)OC12CCN(C(=O)Cc1ccc3c(c1)OCO3)CC2 (stereo unspecified) | -11.8%
COCCn1c(C)cnc1C1CCNC1 (stereo unspecified) | 19.4%
O=c1n(-c2cccc(Cl)c2)nc2n1CCN(Cc1cccc3ccccc13)C2 | -1.0%
O=C(NCC1CC1)c1cccc(OC2CN(Cc3cncs3)C2)c1 | u
COc1ccc(NC(=O)c2oc3ccccc3c2NC(=O)Cc2cccs2)c(OC)c1 | -10.7%
CCN(CCN(C)C)C(=O)c1cn(CC2COc3ccccc3O2)nn1 (stereo unspecified) | -17.5%
CC12CN3CC(C)(CN(C1)C3c1ccc(OCc3ccccc3)cc1)C2=O (stereo unspecified) | 23.2%
O=C(O)c1ccc(CN2CCC3(CC2)CC(C(=O)O)N(C(=O)C2CC2)C3)cc1 (stereo unspecified) | -6.8%
COCCNC(=O)CCc1nc2cccnc2n1Cc1ccc(OC)cc1 | 2.3%
CNC(=O)[C@@H]1CN(C(=O)c2ccc(C)c(C)c2)C[C@H]1CO | 15.2%
Cc1cccc(-c2nc3c4ccccc4nc(NCc4ccc(F)cc4)n3n2)c1 | -16.4%
CCC(C(=O)NCc1ccccc1Cl)n1c(=O)c2cccn2c2ccccc21 (stereo unspecified) | -3.1%
COc1ccc(Cl)cc1NC(=O)Cn1c(=O)n(Cc2ccco2)c(=O)c2cccnc21 | u
Cc1ccc(C(=O)Nc2cccc(-c3nnc4n3CCCC4)c2)cc1 | u
Cc1cc(C(F)(F)F)nn1CC(=O)NCCn1c(C)cnc1C1CCC1 | -2.8%

A portion of the library, so the mix of outcomes need not match the whole.
